HRas wt GTP bind: modulators of GTP binding to HRas wildtype, primary screen, biochemical, bead-based flow cytometry, multiplex; 190,000 tested, 0.14% active; GST-Ras wt beads, Bodipy-FL-GTP binding; actives lie on both sides; GTP binding activity, % at 10 µM; GTPase HRas (Homo sapiens), P01112;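 active = GTP binding activity at least 20% away from the 100% baseline, either lowered as inhibitor or raised as activator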;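 also: 0% = unlabeled GTP competition control and 100% = no-compound control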
Target sequence (P01112 whole entry, looked up): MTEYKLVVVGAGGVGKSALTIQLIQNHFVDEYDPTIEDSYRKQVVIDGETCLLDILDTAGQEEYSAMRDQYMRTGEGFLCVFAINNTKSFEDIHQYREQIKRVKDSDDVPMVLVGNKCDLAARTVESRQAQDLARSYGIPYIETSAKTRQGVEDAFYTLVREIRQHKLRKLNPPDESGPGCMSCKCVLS
Rac1 act GTP bind: GTP binding modulators of activated mutant Rac1, primary screen, biochemical, bead-based flow cytometry, multiplex, fluorescent GTP. Ras-related C3 botulinum toxin substrate 1 (Homo sapiens), P63000. GST-Rac1 activated beads; actives lie on both sides; 100% means binding = to untreated wells. percent activity (GTP binding), % at 10 µM. 190,000 tested, 0.11% active. AID 764, 2007;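 active = GTP binding at least 20 percentage points away from the 100% baseline, in either direction, so actives lie on both sides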
Rab2A wt mod: modulators of GTP binding to Rab2A wildtype, primary screen, biochemical, dog, bead-based flow cytometry, multiplex; GST-Rab2 wt beads, Bodipy-GTP binding; GTP binding activity, % at 10 µM; 190,000 tested, 0.19% active;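 active = GTP binding activity at least 20 points away from 100%, either lowered or raised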;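 also: 0% = beads with excess unlabeled GTP and 100% = no-compound control corrected for plate trend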
Avidin bead fluor: green autofluorescence of compounds with avidin beads – biophysical, 488/530 nm, flow cytometry, artefact control, profiling panel | compound fluorescence 488/530 nm; hits give high values | fluorescence (KMESF) at 10 µM | 220,000 tested, 0.38% active | AID 1775, 2009; in the data active = fluorescence above about 47; also: inactives centre near 10
Mcl1-Noxa inh: Mcl-1/Noxa binding inhibitors, primary screen, biochemical, TR-FRET, 1536-well | inhibition, % at 21.7 µM | Induced myeloid leukemia cell differentiation protein Mcl-1 (Homo sapiens), Q07820 | 220,000 tested, 1.5% active | TR-FRET Mcl-1/Noxa peptide binding, 2 h;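 active = compounds that cut the protein-peptide binding signal by more than 50% relative to plate controls in a single-dose test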;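 also: His-tagged Mcl-1 with rhodamine Noxa BH3 peptide and terbium anti-His antibody; 0% = Mcl-1 plus Noxa peptide wells and 100% = peptide-only wells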
Rab7 wt GTP bind: modulators of GTP binding to Rab7, primary screen, biochemical, wildtype, multiplex bead flow cytometry. GST-Rab7 beads, fluorescent GTP binding; actives lie on both sides; untreated = 100%, excess cold GTP = 0%. Rab7 GTPase wild type (dog), Bodipy-FL-GTP binding. AID 758, 2007. 190,000 tested, 0.055% active. GTP binding activity (percent of control), % at 10 µM;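 active = fluorescent GTP binding to Rab7 beads changed by at least 20 points from the 100% baseline, either direction, mostly lower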;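 also: median green fluorescence of bound Bodipy-FL-GTP per Rab7 bead population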
ABCG2 block: ABCG2 efflux pump inhibitors, primary screen, multiplex with ABCB1, IgMXP3 cells, flow cytometry | Broad substrate specificity ATP-binding cassette transporter ABCG2 (Homo sapiens), Q9UNQ0 | JC-1 efflux | inhibition, % at 6.6 µM | 190,000 tested, 0.1% active | AID 1325, 2008;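 active = inhibition above 80%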;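 also: 0% = DMSO and 100% = nicardipine control wells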
Target sequence (Q9UNQ0 whole entry, looked up): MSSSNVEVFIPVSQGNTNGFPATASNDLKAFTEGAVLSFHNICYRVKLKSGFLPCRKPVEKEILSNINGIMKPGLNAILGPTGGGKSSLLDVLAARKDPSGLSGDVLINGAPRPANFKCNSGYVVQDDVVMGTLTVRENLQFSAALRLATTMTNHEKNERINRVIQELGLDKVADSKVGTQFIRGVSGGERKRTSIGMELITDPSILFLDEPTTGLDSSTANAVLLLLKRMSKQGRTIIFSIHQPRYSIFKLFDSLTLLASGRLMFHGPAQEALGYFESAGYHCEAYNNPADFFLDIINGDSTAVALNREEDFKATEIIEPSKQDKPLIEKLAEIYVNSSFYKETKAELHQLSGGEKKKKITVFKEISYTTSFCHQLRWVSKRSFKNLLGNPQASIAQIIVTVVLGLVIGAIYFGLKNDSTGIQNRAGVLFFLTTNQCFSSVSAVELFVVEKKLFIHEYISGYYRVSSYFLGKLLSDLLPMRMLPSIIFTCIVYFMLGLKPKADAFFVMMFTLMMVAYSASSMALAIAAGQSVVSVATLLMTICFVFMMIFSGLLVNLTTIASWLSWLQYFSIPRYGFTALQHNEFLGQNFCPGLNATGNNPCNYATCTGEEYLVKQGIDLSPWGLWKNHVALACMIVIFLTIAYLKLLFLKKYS
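test system = two drug-resistant human cell lines, ABCG2 and ABCB1 | amount = 3 million cells/mL final, two lines in 1:1 ratio | reagent = JC-1 transporter substrate | doses = one concentration, 6.6 µM final | incubation = 10 min at 25 °C | signal = flow cytometric JC-1 green MFI at 530 nm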
Rac1 wt GTP bind: wildtype Rac1 GTP binding modulators, primary screen, biochemical, GST-Rac1 beads, flow cytometry, multiplex. Ras-related C3 botulinum toxin substrate 1 (Homo sapiens), P63000. fluorescent GTP binding; actives lie on both sides; 0 = cold GTP competed, 100 = untreated. GTP binding activity (% of control), % at 10 µM. 190,000 tested, 0.27% active;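 active = GTP binding activity at least 20 points away from the 100% control level, either lower or higher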
Pf gamet viab: late stage P. falciparum gametocyte viability inhibitors, primary screen, ATP luminescence, HTS; 150,000 tested, 0.065% active; P. falciparum stage V gametocytes, 24 h; inhibition, % at 10.9 µM;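 active = inhibition above the mean plus 3 SD of compounds within the control limits, set per campaign, cut at about 38% in these data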;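 also: 0% = DMSO wells and 100% = medium only without gametocytes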
Cdc42 wt: modulators of GTP binding to wildtype Cdc42, primary screen, biochemical, multiplex bead flow cytometry, Bodipy-GTP; Cell division control protein 42 homolog (Homo sapiens), P60953; GST-Cdc42 beads; actives lie on both sides; percent activity (GTP binding), % at 10 µM; 190,000 tested, 0.2% active;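 active = percent activity GTP binding at least 20 points away from the 100% baseline, either down as inhibitor or up as activator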;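 also: median bead fluorescence of bound Bodipy-FL-GTP at 100 nM; 0% = excess unlabeled GTP control and 100% = no compound control; below 100% means less GTP binding so inhibitor and above means activator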
Target sequence (P60953 whole entry, looked up): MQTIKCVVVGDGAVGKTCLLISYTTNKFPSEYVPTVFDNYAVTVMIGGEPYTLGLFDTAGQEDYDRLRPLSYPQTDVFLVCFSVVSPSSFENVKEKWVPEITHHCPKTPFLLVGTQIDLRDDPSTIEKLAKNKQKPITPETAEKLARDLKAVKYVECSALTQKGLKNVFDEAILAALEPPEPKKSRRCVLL
ABCB1 block: ABCB1 efflux pump inhibitors, primary screen, cell-based, multiplex, flow cytometry, ABCG2 counter-screen. 190,000 tested, 0.067% active. CCRF-Adr cells, JC-1 efflux. inhibition, % at 6.6 µM. ATP-dependent translocase ABCB1 (Homo sapiens), P08183; in the data active = inhibition above about 40%;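 also: 0% = vehicle and 100% = reference inhibitor; higher value means more JC-1 retained so stronger ABCB1 efflux block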
Numbers without * were called inactive; / = not tested or not shown.

cpd	Compound	HRas wt GTP bind	Rac1 act GTP bind	Rab2A wt mod	Avidin bead fluor	Mcl1-Noxa inh	Rab7 wt GTP bind	ABCG2 block	Rac1 wt GTP bind	Pf gamet viab	Cdc42 wt	ABCB1 block
1	O=[N+]([O-])c1cccc(-c2nnc(C34CC5CC(CC(C5)C3)C4)o2)c1	103.0	100.0	97.0	3	21.8	100.0	4.4	103.0	17.3	100.0	0.4
2	CO/N=C/c1ccc(Sc2ccccc2N)c([N+](=O)[O-])c1	98.0	97.0	98.0	8	9.7	97.0	5.5	98.0	-10.4	98.0	0.6
3	CCCCOC(=O)N1CCOCCOCCN(C(=O)OCCCC)CCOCCOCC1	107.0	103.0	105.0	28	0.9	107.0	1.8	112.0	9.8	109.0	1.3
4	Cc1ccc(NC(=O)c2cc3c(s2)CCC3)cc1S(=O)(=O)N1CCOCC1	102.0	100.0	100.0	36	-4.1	102.0	1.7	105.0	2.5	100.0	0.8
5	O=C1C(Cl)=C(NCCCN2CCOCC2)C(=O)N1CCc1ccccc1	104.0	101.0	103.0	15	4.0	103.0	20.3	109.0	/	102.0	2.0
6	CCN(CC)c1ccc(/C=N/n2c(C)cc(C)cc2=O)cc1	100.0	98.0	103.0	15	9.4	101.0	5.4	103.0	3.0	105.0	2.5
7	CC1=NN(C(=O)c2csc(C)c2C)C(O)(C(F)(F)F)C1 (centres undefined)	102.0	97.0	99.0	7	24.2	98.0	2.8	102.0	-0.8	100.0	0.4
8	CC(C)c1nnc(SCC(=O)N2CCc3ccccc32)n1N	96.0	95.0	99.0	8	-10.9	96.0	0.0	95.0	3.2	97.0	0.0
9	N#CCC(=O)N/N=C/c1ccccc1Cl	100.0	99.0	97.0	11	17.2	98.0	0.5	100.0	-21.0	97.0	0.1
10	COc1ccc(N2CCN(C(=O)CCc3ccc(S(=O)(=O)NCC(C)C)cc3)CC2)cc1	102.0	99.0	101.0	5	15.1	102.0	20.6	107.0	-19.6	102.0	3.2
11	CC(=O)Nc1nc2ccccc2[nH]1	97.0	99.0	98.0	6	0.1	101.0	2.6	103.0	2.2	99.0	0.8
12	Cc1ccc(NC(=O)CCSc2nnc3ccccn23)cc1	103.0	101.0	103.0	24	4.3	100.0	3.6	105.0	1.2	104.0	0.1
13	COc1cc2c(cc1OC)CN(C(=S)Nc1ccccc1Cl)CC2	103.0	101.0	104.0	9	14.9	111.0	16.7	105.0	5.5	102.0	0.7
14	Cc1cc(C(=O)NP(=O)(N2CCOCC2)N2CCOCC2)c(C)n1-c1ccc(Br)cc1	95.0	98.0	95.0	7	8.5	103.0	-1.9	99.0	17.1	102.0	0.2
15	COc1ccccc1Nc1ncnc2c1cnn2-c1cccc(C)c1	100.0	100.0	100.0	7	-2.0	95.0	16.9	102.0	-45.3	100.0	0.3
16	CC(C)OCCCNC(=O)Nc1cccc2ccccc12	98.0	97.0	97.0	12	-13.1	99.0	3.0	99.0	14.2	99.0	0.6
17	O=C(N/C(=C/c1cccc([N+](=O)[O-])c1)C(=O)N1CCCCCC1)c1cccs1	99.0	99.0	99.0	13	10.5	99.0	4.2	103.0	1.3	101.0	1.1
18	COC(=O)C1=C(C)N(C)C(=O)NC1c1cc(Cl)cc(Cl)c1OC (centres undefined)	94.0	92.0	91.0	12	/	91.0	1.8	89.0	/	94.0	1.6
19	COC(=O)C1=C(CN2CCc3ccccc32)NC(=O)NC1c1cc(C)ccc1C (centres undefined)	97.0	96.0	95.0	8	3.5	95.0	9.3	95.0	-5.0	94.0	1.8
20	CC(NC(=O)c1cccs1)C(c1cccs1)N1CCN(Cc2ccccc2)CC1 (centres undefined)	100.0	99.0	99.0	28	-12.2	99.0	7.1	104.0	/	103.0	1.9
21	COc1cc(CNCCCCO)ccc1OCc1ccccc1F	101.0	98.0	102.0	12	8.1	107.0	-0.4	104.0	-2.8	99.0	0.0
22	c1coc(-c2cc(C3CCNCC3)[nH]n2)c1	95.0	95.0	94.0	11	-7.8	94.0	1.2	99.0	-11.1	94.0	0.7
23	CONC(=O)C1CCN(C(=O)OCc2ccccc2)CC1	101.0	99.0	99.0	5	4.5	99.0	-0.9	101.0	-16.1	100.0	-2.0
24	CCC(=O)Nc1ccc(-c2csc(C)n2)cc1	101.0	99.0	99.0	4	12.0	99.0	5.0	101.0	-2.1	99.0	-0.6
25	Cc1cc(C)n(-c2nc3nonc3nc2-n2nc(C)cc2C)n1	100.0	102.0	101.0	1	-7.7	99.0	-0.2	104.0	4.3	101.0	0.1
26	Cc1cc(=O)n2nc(N3CCC(C(=O)N4CCN(C)CC4)CC3)sc2n1	102.0	98.0	101.0	34	8.6	105.0	-0.2	105.0	/	103.0	0.0
27	O=C(Cn1nnc(-c2ccccc2Cl)n1)NCc1ccc2c(c1)OCO2	101.0	99.0	100.0	11	34.5	99.0	0.7	102.0	-2.5	103.0	0.3
28	O=C(O)CSc1nc2ccccc2o1	108.0	99.0	110.0	15	1.0	109.0	0.6	107.0	/	108.0	0.2
29	COc1ccc(N(CC(=O)NCc2ccccc2OC)S(=O)(=O)c2c(C)nn(C)c2C)cc1	101.0	99.0	100.0	7	18.5	104.0	5.5	105.0	/	103.0	1.2
30	Cc1ccc(C(=O)N2CCN(c3ccc([N+](=O)[O-])c(NCc4cccnc4)c3)CC2)cc1	105.0	98.0	99.0	5	11.1	106.0	11.5	106.0	-11.5	102.0	2.8
31	CNC(=O)c1c(NC(NC(=O)c2ccco2)C(=O)c2ccc(Cl)cc2)sc2c1CCCC2 (centres undefined)	100.0	98.0	99.0	13	8.6	103.0	2.0	100.0	-10.7	101.0	0.8
32	CCN(C(=O)c1cc2cc(OC)ccc2oc1=O)c1ccccc1	99.0	96.0	99.0	21	-2.8	98.0	2.3	96.0	/	101.0	0.6
33	Cc1cc(C)cc(NC(=O)CCCSc2nc3ccccc3[nH]2)c1	104.0	99.0	101.0	4	1.1	105.0	0.6	105.0	-33.2	103.0	0.3
34	CCS(=O)(=O)N1CCCC(C(=O)NCCc2ccccc2)C1 (centres undefined)	95.0	90.0	92.0	13	/	95.0	15.6	90.0	/	94.0	1.5
35	COc1ccc(S(=O)(=O)N2CCOC2CNC(=O)C(=O)NCCCn2ccnc2)cc1OC (centres undefined)	102.0	101.0	101.0	/	7.2	100.0	8.8	108.0	/	108.0	2.8
36	Cc1sc(=NC(=O)c2ccco2)n(C)c1-c1ccc(F)cc1	100.0	100.0	99.0	11	15.4	100.0	21.3	105.0	/	104.0	1.2
37	COc1ccc(N2CCN(c3ccc(NC(=O)C4CCCCC4)cc3C#N)CC2)cc1	102.0	100.0	102.0	11	9.2	101.0	28.4	104.0	6.6	100.0	-0.8
38	COc1ccc(S(=O)(=O)Nc2ccccc2C(=O)NC(C)C)cc1OC	104.0	101.0	102.0	8	4.6	99.0	-0.1	104.0	/	103.0	0.3
39	Cn1c(C(=O)OC(C(=O)NC2CCCC2)c2cccnc2)cc2sccc21 (centres undefined)	96.0	94.0	95.0	17	16.4	97.0	5.5	97.0	/	96.0	2.4
40	COCCNC(=O)CC(c1ccccc1)c1ccccc1	99.0	97.0	100.0	3	17.5	100.0	1.6	98.0	/	97.0	0.5
41	O=C(Cn1cc[n+](Cc2ccccc2)c1)c1ccc([N+](=O)[O-])cc1	101.0	98.0	97.0	12	19.1	103.0	3.2	105.0	-6.5	98.0	0.9
42	COc1ccc(N(C)S(=O)(=O)c2cccc(C(=O)NC3CCC(C)CC3)c2)cc1 (centres undefined)	94.0	93.0	95.0	6	-1.7	95.0	-0.8	94.0	-4.6	99.0	-0.6
43	Clc1ccc(N/N=C/c2cccnc2)cc1	101.0	100.0	98.0	23	19.1	98.0	63.7	102.0	/	103.0	-0.3
44	O=C(O)CCCCCNS(=O)(=O)/C=C/c1ccccc1	98.0	100.0	100.0	13	3.0	99.0	1.8	103.0	-0.7	101.0	0.3

Structures listed so far that contain a COOH group, in the order listed:
cpd	Compound	HRas wt GTP bind	Rac1 act GTP bind	Rab2A wt mod	Avidin bead fluor	Mcl1-Noxa inh	Rab7 wt GTP bind	ABCG2 block	Rac1 wt GTP bind	Pf gamet viab	Cdc42 wt	ABCB1 block
28	O=C(O)CSc1nc2ccccc2o1	108.0	99.0	110.0	15	1.0	109.0	0.6	107.0	/	108.0	0.2
44	O=C(O)CCCCCNS(=O)(=O)/C=C/c1ccccc1	98.0	100.0	100.0	13	3.0	99.0	1.8	103.0	-0.7	101.0	0.3

Compound profiles (already shown). Order of values: HRas wt GTP bind	Rac1 act GTP bind	Rab2A wt mod	Avidin bead fluor	Mcl1-Noxa inh	Rab7 wt GTP bind	ABCG2 block	Rac1 wt GTP bind	Pf gamet viab	Cdc42 wt	ABCB1 block
`CCN(C(=O)c1cc2cc(OC)ccc2oc1=O)c1ccccc1` is listed with 99.0	96.0	99.0	21	-2.8	98.0	2.3	96.0	/	101.0	0.6
`COc1ccc(S(=O)(=O)Nc2ccccc2C(=O)NC(C)C)cc1OC` is listed with 104.0	101.0	102.0	8	4.6	99.0	-0.1	104.0	/	103.0	0.3
`O=C(Cn1cc[n+](Cc2ccccc2)c1)c1ccc([N+](=O)[O-])cc1` is listed with 101.0	98.0	97.0	12	19.1	103.0	3.2	105.0	-6.5	98.0	0.9
